IMPase Li cell = IMPase inhibition in cells with lithium potentiation | Potency, µM (top dose mostly 59.4 µM), without a hit: at the highest dose activity, negative = IMPase inhibition, actives largely listed as inhibitors | 210,000 tested, 0.35% active | AID 1457 | CHO-M1 cells, IP1 TR-FRET (IP-One), carbachol + lithium;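 further: IP1 builds up when IMPase is blocked and the TR-FRET signal falls; potency means the concentration at half of the fitted maximal effect; plate controls were basal vehicle for no effect and high inhibitor control for full effect; nearly all actives have a fitted effect of over 50% in size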
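CHO cells stably expressing M1 receptor (2000/well, cultured 16–30 h) treated 30 min at 37C with compound plus low lithium. Cytosolic IP1 by TR-FRET (665/620 ratio and 620 channel) after 10 min lysis; AC50 by Hill fit.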
Lamin A splicing = changes lamin A minigene splicing in HeLa cells; HeLa LMNA splicing GFP/RFP minigene ratio, 48 h; Potency, µM (highest dose often 46.1 µM), inactives show at the highest dose ratio change, negative = inhibition, most hits filed as inhibitors; 200,000 tested, 0.01% active; AID 1487; active means well fitted inhibition curve with a large enough effect in the signal ratio, with a control signal flat, not every such curve was filed as active; inconclusive means small, poorly fitted or top-dose-only effect, or effect the other way, or a change in a side signal; the % refers to the signal ratio; further: potency means the concentration at half of the fitted maximal effect; on the % scale 0 is the no-effect control and ±100 the full control effect
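S3 HeLa stable clones carrying a lamin A-EGFP splicing minigene plus DsRed2 were seeded at 600 cells/well in Opti-MEM with 2% FBS, pin-dosed and incubated 48 h at 37°C. Acumen cytometry (488 nm) gave the GFP/RFP total-intensity ratio.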
Epigenetic reg = epigenetic control regulation, reporter derepression. murine LDR cells, GFP reporter derepression, 30 h. Potency, µM (series often up to 53.9 µM), for inactives: at the highest dose GFP activation, usual class: activators. 280,000 tested, 0.2% active. AID 1865; further: potency means the concentration at half of the fitted maximal effect; % of control where 0% means no effect; nearly all actives have a fitted effect of over 60% in size
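In this reporter-derepression format, murine cells bearing a silenced integrated CMV-GFP locus incubate with test compound (30 h, 37 C), then are washed and imaged; fluorescent objects of 20–120 um count as induced cells.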
CBFb RUNX1 block = inhibitors of human CBF-beta and RUNX1 interaction | Q01196+Q13951 | AlphaScreen CBFb-His/RUNX1-biotin binding, biochemical | Potency, µM (titrated, usually from 59.8 µM), for inactives: at the highest dose activity, negative = inhibition, most hits filed as inhibitors | 230,000 tested, under 10 active | AID 1477; further: % of control where 0% means no effect
Target sequence (Q01196 whole entry, looked up): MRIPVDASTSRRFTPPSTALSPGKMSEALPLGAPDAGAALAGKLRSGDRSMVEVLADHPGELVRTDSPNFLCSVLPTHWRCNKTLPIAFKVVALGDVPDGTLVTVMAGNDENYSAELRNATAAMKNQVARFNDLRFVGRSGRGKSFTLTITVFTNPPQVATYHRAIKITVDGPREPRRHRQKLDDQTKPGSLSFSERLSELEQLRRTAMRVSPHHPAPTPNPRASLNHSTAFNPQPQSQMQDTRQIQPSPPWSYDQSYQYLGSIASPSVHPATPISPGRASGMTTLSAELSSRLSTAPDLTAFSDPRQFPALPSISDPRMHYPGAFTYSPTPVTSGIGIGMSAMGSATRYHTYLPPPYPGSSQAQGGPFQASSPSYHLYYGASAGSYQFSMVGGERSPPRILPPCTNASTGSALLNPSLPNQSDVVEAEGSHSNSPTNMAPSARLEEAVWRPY
Target sequence (Q13951 whole entry, looked up): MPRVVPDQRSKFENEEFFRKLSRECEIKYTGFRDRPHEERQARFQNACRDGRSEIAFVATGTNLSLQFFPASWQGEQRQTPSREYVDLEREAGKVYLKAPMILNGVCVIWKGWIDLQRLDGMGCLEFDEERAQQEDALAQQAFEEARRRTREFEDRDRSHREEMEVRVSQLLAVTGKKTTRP
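AlphaScreen proximity signal reports loss of binding between His-tagged CBF-beta and biotin-labelled RUNX1, each at 30 nM. Proteins are pre-associated for 20 minutes, compounds added for 15 minutes, then beads for 90 minutes, all at ambient temperature.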
NPSR antag = antagonists of human neuropeptide S receptor cAMP signaling | CHO-NPSR cells, cAMP TR-FRET, antagonist mode | 220,000 tested, 1% active | Q6W5P4 | Potency, µM (titrated, usually from 38.3 µM), for inactives: at the highest dose activity change, negative = inhibition, hits mostly inhibitors; further: potency means the concentration at half of the fitted maximal effect; on the % scale 0 is the no-effect control and ±100 the full control effect; nearly all actives have a fitted effect of over 50% in size; many of its hits are not listed in these tables
Target sequence (Q6W5P4 whole entry, looked up): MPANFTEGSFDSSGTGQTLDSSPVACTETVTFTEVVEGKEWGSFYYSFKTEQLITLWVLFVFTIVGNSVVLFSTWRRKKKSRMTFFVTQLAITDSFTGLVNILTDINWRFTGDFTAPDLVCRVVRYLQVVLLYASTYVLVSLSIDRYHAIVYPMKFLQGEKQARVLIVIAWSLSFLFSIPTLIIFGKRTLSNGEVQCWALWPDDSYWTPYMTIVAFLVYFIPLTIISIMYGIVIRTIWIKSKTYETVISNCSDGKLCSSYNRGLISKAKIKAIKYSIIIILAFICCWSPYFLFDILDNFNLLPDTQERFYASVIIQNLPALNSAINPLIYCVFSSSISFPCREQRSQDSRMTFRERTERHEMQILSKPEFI
GLA spleen mod = inhibits or activates alpha-galactosidase in human spleen homogenate; P06280; human spleen homogenate, 4MU-alpha-Gal fluorescence, 40 min; Potency, µM (doses to about 80 µM), for inactives: at the highest dose activity change, negative = inhibition, hits mostly inhibitors; 240,000 tested, 0.008% active; AID 2107;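 further: potency means the concentration at half of the fitted maximal effect; 0% = enzyme with vehicle and -100% = no enzyme basal signal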
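Human spleen homogenate (1 ug) was the enzyme source, with 4-methylumbelliferyl-alpha-D-galactopyranoside (1 mM final) in pH 5.0 citrate buffer with 0.01% Tween-20. Compounds were titrated; after 40 min at 37C, NaOH/glycine stop, 4-MU fluorescence read; AC50 from Hill fits.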
Luc counter = Kinase-Glo luciferase inhibition (counter-screen); AID 1379; Kinase-Glo luciferase, ATP luminescence, 8 min; Potency, µM (doses to about 38.3 µM), for the others: top-dose activity change, negative = inhibition, most hits filed as inhibitors; 200,000 tested, 0.28% active; Q27757; further: potency means the concentration at half of the fitted maximal effect; on the % scale 0 is the no-effect control and ±100 the full control effect; nearly all actives have a fitted effect of over 60% in size
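Inhibition of Kinase-Glo luciferase light generation was assessed at 10 uM ATP in pH 7.2 imidazole buffer, with luminescence measured after eight minutes at ambient temperature.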
* = called active by the depositor; u = inconclusive; x = not tested or not shown; & = joins results of further samples; [ ] = remark or other dose. Unless noted, the call rests on the fitted dose curve; in most records, active means well fitted curve in the direction sought with a large enough effect; inconclusive means small, poorly fitted or top-dose-only effect, or another doubt; inactive means no such curve, though single readings can be large; an effect the other way counts as inactive or inconclusive. Some of the compounds tested; the hit share may differ from the screen's.

SMILES	IMPase Li cell	Lamin A splicing	Epigenetic reg	CBFb RUNX1 block	NPSR antag	GLA spleen mod	Luc counter
N/C(=N\OC(=O)CCc1ccccc1)c1ccc(Br)cc1	4%[38.3 µM]	1%	-1.1%	u	-16%[46.1 µM]	5%	-3%
COC(=O)CSc1cc(SCC(=O)OC)c(C#N)c(SCC(=O)OC)c1	12%[38.3 µM]	6%	0.1%	9%	-21%[46.1 µM]	8%	4%
CN(C(=O)C1CCCO1)c1nnc(-c2ccccn2)s1 (stereo not given)	-5%[38.3 µM]	-6%	-1.0%	-4%	-4%[46.1 µM]	-9%	-4%
CCCC(NC(=O)CCl)c1ccccc1 (stereo not given)	x	-26%	-0.9%	-3%	12%[46.1 µM]	5%	x
COc1ccc(C2C(C#N)=C(N)Oc3n[nH]c(C)c32)cc1CSc1ccccn1 (stereo not given)	7%[38.3 µM]	2%	-1.1%	0%	-16%[46.1 µM]	8%	0%
C/C(Cn1nnc([N+](=O)[O-])n1)=N\NC(=O)c1ccncc1	1%	x	3.8%	-6%	20%	3%	13%
CCOC(=O)c1sc(NC(=O)c2ccccc2)cc1C	-4%[38.3 µM]	9%	8.8%	1%	-21%[46.1 µM]	-1%	-13%
Cc1c(Cl)cccc1NC(=O)Nc1ccc(C(=O)N2CCCC2)cc1	-3%	-8%	-0.1%	-4%	-1%	3%	-29%
COC(=O)c1ccccc1NC(=O)c1cnc2sccn2c1=O	0%[38.3 µM]	5%	5.8%	0%	u	0%	3%
CCc1ccc(C(=O)NC(CCSC)C(=O)OC)cc1 (stereo not given)	3%	29%[46 µM]	-0.3%	-9%	6%	-1%	-7%
COc1ccccc1-c1cc(NCc2cnc(C)cn2)ncn1	-1%	4%	x	x	x	-5%	x
CCCN1CCN(C(c2cc3cc(OCC)ccc3[nH]c2=O)c2nnnn2C2CCCCC2)CC1 (stereo not given)	14%[38.3 µM]	8%	-0.7%	0%	-7%[46.1 µM]	0%	-2%
CC(C)(C)c1nc(Sc2ncccc2[N+](=O)[O-])n[nH]1	x	x	0.0%	-2%	-37%	-1%	x
O=C(NC(CC(=O)N1CCN(c2ccc([N+](=O)[O-])cc2)CC1)c1ccccc1)c1ccccc1Cl (stereo not given)	7%	-2%	1.0%	-5%	-13%	1%	-3%
COCCCNC(=O)C1CCC(=O)N1Cc1ccccc1Cl (stereo not given)	-10%[38.3 µM]	9%	-1.2%	2%	-6%[46.1 µM]	1%	0%

Molecules shown so far containing a nitro group on carbon:
SMILES	IMPase Li cell	Lamin A splicing	Epigenetic reg	CBFb RUNX1 block	NPSR antag	GLA spleen mod	Luc counter
C/C(Cn1nnc([N+](=O)[O-])n1)=N\NC(=O)c1ccncc1	1%	x	3.8%	-6%	20%	3%	13%
CC(C)(C)c1nc(Sc2ncccc2[N+](=O)[O-])n[nH]1	x	x	0.0%	-2%	-37%	-1%	x
O=C(NC(CC(=O)N1CCN(c2ccc([N+](=O)[O-])cc2)CC1)c1ccccc1)c1ccccc1Cl (stereo not given)	7%	-2%	1.0%	-5%	-13%	1%	-3%

The list goes on:
SMILES	IMPase Li cell	Lamin A splicing	Epigenetic reg	CBFb RUNX1 block	NPSR antag	GLA spleen mod	Luc counter
CCOCCCN1CC(C(=O)NCc2ccc3c(c2)OCO3)CC1=O (stereo not given)	1%	x	0.2%	4%	1%	3%	-3%
Cc1cc(OCCCCCNCCO)cc(C)c1Cl	-7%[38.3 µM]	-4%	3.1%	-11%	2%[46.1 µM]	-7%	11%
CC(=O)Nc1nc(CC(=O)c2ccccc2)cs1	18%[38.3 µM]	-7%	0.0%	12%	5%[46.1 µM]	-9%	0%
Cc1ccc(CNC(=O)c2ccc(-n3cccc3)cc2)cc1	-14%	x	2.6%	u	6%	12%	2%
Cc1ccccc1OCC(=O)NC(=S)Nc1ccc(N2CCOCC2)c(Cl)c1	9%[38.3 µM]	-5%	-1.1%	-1%	-13%[46.1 µM]	3%	0%
Cn1c(SCC(=O)N2CCN(C(=O)c3ccco3)CC2)nnc1-c1ccc(NS(C)(=O)=O)cc1	1%	8%[9.22 µM]	2.0%	2%	-15%	-1%	-9%
CC1=C(C(=O)O)N2C(=O)C(NC(=O)c3nn(C)cc3[N+](=O)[O-])C2SC1 (stereo not given)	-4%	2%[9.22 µM]	1.1%	4%	7%	-8%	-4%
Cc1cc(C)c2[nH]c(=O)c(CN(CC3CCCO3)C(=S)NCc3ccco3)cc2c1 (stereo not given)	6%	-16%	12%	-9%	2%	-2%	-3%
CCOc1ccc2[nH]c(=O)c(CN(CCO)C(=O)c3ccc(F)cc3)cc2c1	-1%[38.3 µM]	9%	0.1%	-2%	7%[46.1 µM]	11%	0%
CC(C)N(Cc1cnn(C)c1)Cc1nc(COc2ccccc2)no1	5%	-1%[46 µM]	3.3%	3%	-1%	7%	-1%
O=C(Nc1cccc(F)c1)N1CC2(CCN(C(=O)c3cccc(F)c3)CC2)C1	6%	x	x	x	x	-8%	2%
COC(=O)N/N=C/c1cc(OC)c(O)c([N+](=O)[O-])c1	22%	3%	-0.3%	-15%	-24%	-1%	-3%
Cc1cc(C)c2sc(NNC(=O)C3COc4ccccc4O3)nc2c1 (stereo not given)	10%	u	-1.9%	2%[2.36 µM]	-8%	4%	0%
COc1cc(C2N(c3cc(C)on3)C(=O)C3CCCN32)cc(OC)c1OC (stereo not given)	-12%[38.3 µM]	-5%	-1.1%	0%	-8%[46.1 µM]	-5%	-2%
O=C(O)CCC(=O)N1N=C(c2c(-c3ccccc3)c3cc(Cl)ccc3[nH]c2=O)CC1c1ccccc1 (stereo not given)	16%	5%[46 µM]	-1.1%	-1%	7%	0%	0%
COC(=O)c1ccsc1NC(=O)CSc1nnnn1Cc1ccccc1	2%	2%	-1.2%	11%	-7%[46.1 µM]	-2%	2%
CCC(C)Sc1cc(C)c(C#N)c2nc3ccccc3n12 (stereo not given)	6%	u	-1.3%	-1%	-9%	2%	-6%
Cc1nnc(NC(=O)c2cccc(F)c2)s1	-10%[38.3 µM]	-6%	1.1%	-3%	-9%[46.1 µM]	6%	-5%
COC(=O)[C@@H]1C[C@@]2(O)[C@H](O)[C@H](O)[C@H](O)C[C@H]2N1Cc1ccc(C(F)(F)F)cc1	-9%	x	-1.1%&3.2%	u	20%	-9%&10%	-1%
CCc1ccc(S(=O)(=O)Nc2cccc(-c3ccc4nncn4n3)c2)s1	10%	x	2.3%	4%	-23%	4%	2%
O=[N+]([O-])c1ccc2c(c1)CNc1ccccc1O2	-2%	x	-4.5%	-16%	-1%	-3%	0%
Cc1c(C(=O)N2CCC(C(N)=O)CC2)sc(N)c1C#N	-1%	-13%	-0.9%	4%	-19%[46.1 µM]	3%	10%
N#Cc1ccc(Oc2cccnc2)cc1C#N	-1%	-15%	-2.3%	5%	-11%[46.1 µM]	-1%	7%
N#Cc1cccc(-c2nccc(-n3ccnc3)n2)c1	-11%	0%	x	x	x	5%	x
O=[N+]([O-])C1=CC=C2C(=NC3(CCCCC3)N2O)C1=NC1CCCCC1	11%[38.3 µM]	8%	-1.1%	1%	-1%[46.1 µM]	-2%	-13%
COCCN(C(=O)CNC(=O)c1cccs1)C(C(=O)NC(C)(C)C)c1ccccc1 (stereo not given)	4%	10%[46 µM]	-2.6%	0%	4%	7%	1%
Cc1cccc(N2C(=O)SC(SC(=Nc3ccccc3)Nc3ccccc3)C2=O)c1 (stereo not given)	5%	u	0.0%	u	1%	-2%	3%
O=C(CSc1oc(-c2cccs2)nc1S(=O)(=O)c1ccccc1)NC1CCCCC1	-12%[38.3 µM]	9%	-1.0%	4%	-16%[46.1 µM]	-2%	16%
Cc1ccc(S(=O)(=O)N2CCN(C(=O)N(C)C)CC2)cc1C	22%[38.3 µM]	-16%	-1.1%	9%	-7%[46.1 µM]	-1%	2%
Cc1ccc(CN2CCN(CC(=O)N/N=C/c3ccccc3F)CC2)cc1	x	x	4.2%	1%	59%	3%	x
Brc1ccc(-c2nnc(-c3ccc4c(c3)OCO4)o2)o1	11%[38.3 µM]	5%	0.0%	1%	-11%[46.1 µM]	1%	-7%
CC1(C)C(CO)=CC(=O)C2=C1SCC(=O)N2	2%	-5%	-0.1%	1%[2.36 µM]	10%	4%	0%
O=C(Cc1cnc2ncnn2c1)N1CCc2c([nH]c3ccccc23)C1c1ccccn1 (stereo not given)	14%	x	7.2%	5%	30%	9%	1%
C/C(=N\NC(=O)c1ccccc1NC(=O)c1ccc(Cl)cc1)c1ccncc1	-6%	u	0.0%	2%	-30%	4%	1.3µM*
CCNC(=O)COC(=O)c1cc(C)nc2ccccc12	8%	-11%[46 µM]	-0.6%	4%	7%	8%	-1%
O=C(COc1ccc(CO)cc1Cl)Nc1ccc(F)cc1	31%[38.3 µM]	-10%	-3.5%	4%	-10%[46.1 µM]	-13%	-20%
O=C(O)CCN1C(=O)C2C3c4ccccc4C(c4ccccc43)[C@@H]2C1=O (stereo not given in full)	x	x	-3.7%	-5%	2%	3%	x
O=C(Cc1ccc2c(c1)OCCO2)N1CCN(S(=O)(=O)c2cccc(C(F)(F)F)c2)CC1	11%	-8%	-0.9%	-2%	-1%	-15%	-1%
COCc1cc(=O)[nH]c(/N=C(\N)Nc2ccc(C)cc2C)n1	x	x	-0.6%	3%	-18%	3%	x
NC(=O)CC(NC(=O)Cc1ccc(Br)cc1)c1ccc(NCCOc2ccccc2)c([N+](=O)[O-])c1 (stereo not given)	x	x	2.9%	-6%	-7%	0%	x
CC(=O)Nc1ccc2c(CN3C(=O)NC(C)(c4ccc(C)cc4)C3=O)cc(=O)oc2c1 (stereo not given)	-2%	10%[46 µM]	1.1%	7%	-27%	26%	0%
CCOC(=O)N1CCC(NC(=O)c2cc3c(-c4ccc(Cl)cc4)nn(C)c3s2)CC1	-9%	-7%	0.0%	0%	22%[46.1 µM]	-22%	1%
COc1coc(C(O)C[N+](=O)[O-])cc1=O (stereo not given)	-3%	u	u	2%	2%	6%	10%
COc1ccc(CNC(=S)NCc2ccc(OC(C)C)cc2)cc1	0%	u	2.6%	3%	6%	-2%	2%
CCOC(=O)C1(Cc2cccc(F)c2)CCN(Cc2cnn(CC)c2)CC1	-2%	x	1.5%	9%	-7%	2%	3%
CC(C)CN(C(=O)CSc1nncn1-c1ccccc1)c1c(N)n(CC(C)C)c(=O)[nH]c1=O	-1%	x	-0.9%	1%	16%	-6%	4%

Screening results (PubChem BioAssay)
